Screening results as filed in PubChem BioAssay.
V1aR counter: activates human V1a receptor in oxytocin agonist counter-screen | activation, % at 3 µM | CHO-V1R cells, Fluo-8 calcium fluorescence, agonist mode; 0% DMSO, 100% 3 nM vasopressin | AID 2797 | hit rate 0.25% among 320,000 | P37288;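 active = activation above the mean activation of all tested compounds plus 3 SD, per screening run, cut at about 20% in these data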;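 also: signal is peak over basal fluorescence ratio across a 100 second FLIPR read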
NALP1 inh: NALP1 inhibition. AID 2071. inhibition, % at 10 µM. S. cerevisiae NALP1/ASC/caspase-1 growth, X-gal OD620, 72 h. hit rate 0.61% among 280,000; in the data active = inhibition mostly above about 24%, no sharp cut-off; inactive = mostly below about 32%; also: some compounds called inactive have numbers as strong as hits
PfM18AAP inh: PfM18AAP enzyme inhibition. recombinant PfM18AAP, H-Glu-NHMec fluorogenic cleavage. inhibition, % at 7.35 µM. hit rate 1.2% among 290,000. AID 1822;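 active = inhibition above the campaign mean inhibition over all tested compounds plus 3 SD, cut at about 28% in these data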;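 also: 0% = plate median of test compound wells and 100% = 2 mM ZnCl2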
MEKK2 WT-MEK5: raises or lowers MEK5 binding to wildtype human MEKK2 PB1 domain; hit rate 1.1% among 290,000; binding response (% of control), % at 10 µM; bead flow cytometry, Alexa488-MEK5 binding to MEKK2 WT; actives lie on both sides; in the data active = binding response below about 67% or above about 130%
OXTR ag: activates the human oxytocin receptor | P30559 | CHO-OTR cells, Fluo-8 calcium fluorescence; normalized: DMSO 0%, oxytocin 100% | activation, % at 3 µM | hit rate 0.32% among 320,000 | AID 2435;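 active = activation above the mean of all tested compounds plus 3 SD, cutoff set per screening run, cut at about 20% in these data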;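 also: peak over basal fluorescence ratio from a 100 s FLIPR kinetic read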
Target sequence (P30559 whole entry, looked up): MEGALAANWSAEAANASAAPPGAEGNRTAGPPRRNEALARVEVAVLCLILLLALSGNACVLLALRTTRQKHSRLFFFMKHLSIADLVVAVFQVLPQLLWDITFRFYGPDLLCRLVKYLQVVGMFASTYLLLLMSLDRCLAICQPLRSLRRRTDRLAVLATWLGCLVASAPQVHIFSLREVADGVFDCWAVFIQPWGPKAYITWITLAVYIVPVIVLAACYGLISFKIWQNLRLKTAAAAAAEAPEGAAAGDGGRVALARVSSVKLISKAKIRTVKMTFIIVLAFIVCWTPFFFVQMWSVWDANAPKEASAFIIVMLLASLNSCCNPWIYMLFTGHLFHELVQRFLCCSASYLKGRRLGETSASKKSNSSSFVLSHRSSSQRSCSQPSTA
OXTR potentiate: potentiates the human oxytocin receptor response; P30559; CHO-OTR cells, Fluo-8 calcium fluorescence, potentiator mode; 0% = oxytocin EC15, 100% = EC100; activation, % at 3 µM; hit rate 0.061% among 320,000;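 active = activation above that plate's cutoff, the mean activation of tested compounds plus 3 SD, cut at about 6.6% in these data, passing the limit was not always enough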;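 also: 100% uses oxytocin at 75 nM as the full agonist control; some results filed as inactive read as strong as hits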
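Measured by – Fluo-8 calcium dye fluorescence · Test system – human OTR in CHO cells · Dosing – one concentration, 3.0 µM compound · Controls – EC15 oxytocin alone as 0%, 75 nM oxytocin as 100% · Evaluation – normalized max/min fluorescence ratio, % activation · Timing – 6 min pre-incubation, 100 s read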
MEKK2mut PB1 HTS: signal of MEK5 binding to mutant human MEKK2 PB1 domain; hit rate 0.35% among 290,000; AID 1530; percent response, % at 10 µM; bead flow cytometry, Alexa488-MEK5 binding to MEKK2 mutant; in the data active = percent response above about 24%, passing the limit was not always enough; also: inactives centre near 1; some results filed as inactive read as strong as hits
GPR7 antag: antagonists of human GPR7 (neuropeptides B/W receptor 1); inhibition, % at 4.4 µM; GPR7-expressing cells, fluorescence antagonist assay; AID 1861; P48145; hit rate 1.1% among 290,000; in the data active = inhibition above about 16%, passing the limit was not always enough;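 also: cells stimulated with the agonist NPW; 0% = agonist with vehicle and 100% = vehicle without agonist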
Target sequence (P48145 whole entry, looked up): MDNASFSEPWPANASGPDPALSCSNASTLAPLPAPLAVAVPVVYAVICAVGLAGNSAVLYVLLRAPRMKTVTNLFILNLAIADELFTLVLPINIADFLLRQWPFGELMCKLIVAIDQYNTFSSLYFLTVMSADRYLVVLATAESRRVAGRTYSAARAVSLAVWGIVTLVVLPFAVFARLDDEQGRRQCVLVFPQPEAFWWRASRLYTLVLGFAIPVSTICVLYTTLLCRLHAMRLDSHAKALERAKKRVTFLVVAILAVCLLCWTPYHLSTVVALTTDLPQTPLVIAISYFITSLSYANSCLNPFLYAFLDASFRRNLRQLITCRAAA
GalR3 antag: human GalR3 antagonism; O60755; HEK293 GalR3-CNG cAMP membrane potential fluorescence; galR3 body fused to GalR1 C-terminus; inhibition, % at 3 µM; hit rate 0.44% among 360,000; AID 651719;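 active = inhibition above the screen-wide average plus 3 SD, cut at about 13% in these data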;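 also: forskolin and galanin both at EC90 stimulate the cells; cAMP rise reported by CNG channel membrane potential dye signal; 0% = forskolin plus galanin with DMSO and 100% = forskolin alone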
Target sequence (O60755 1-299 limits assumed): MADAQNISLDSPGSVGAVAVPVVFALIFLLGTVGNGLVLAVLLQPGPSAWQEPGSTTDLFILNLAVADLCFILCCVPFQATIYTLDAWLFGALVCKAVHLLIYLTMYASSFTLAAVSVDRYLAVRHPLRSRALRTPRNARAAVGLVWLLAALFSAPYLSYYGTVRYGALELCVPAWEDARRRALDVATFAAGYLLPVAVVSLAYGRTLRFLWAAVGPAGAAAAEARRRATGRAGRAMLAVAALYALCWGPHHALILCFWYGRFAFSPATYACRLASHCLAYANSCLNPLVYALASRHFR
An asterisk follows results filed as active; . = not tested or not shown.

SMILES | V1aR counter | NALP1 inh | PfM18AAP inh | MEKK2 WT-MEK5 | OXTR ag | OXTR potentiate | MEKK2mut PB1 HTS | GPR7 antag | GalR3 antag
O=c1[nH]c2ccc(S(=O)(=O)N3CCN(Cc4ccccc4)CC3)cc2[nH]c1=O | -0.4 | -2.2 | -10.8 | 102.0 | -0.4 | 5.3 | 3.0 | -11.5 | .
O=C(O)/C=C/C(=O)NC1CCC(CC2CCC(NC(=O)/C=C/C(=O)O)CC2)CC1 (configuration not stated) | -0.3 | 4.0 | -3.5 | 93.0 | -0.3 | -9.3 | -6.0 | -10.5 | -3.6
CC1CCN(S(=O)(=O)N2CCC(C(=O)O)CC2)CC1 | 0.4 | 17.1 | 1.1 | 116.0 | -0.5 | 2.2 | 20.0 | -5.8 | 0.1
CC(C)CC(=O)Nc1ccc(C(=O)Nc2cccc(O)c2)cc1 | -0.1 | -8.3 | -10.7 | 99.0 | -0.4 | -13.4 | -2.0 | -13.6 | -3.3
O=C(Nc1cc(C(F)(F)F)ccc1N1CCOCC1)c1ccccc1 | -1.9 | 1.1 | -12.3 | 106.0 | -2.3 | -10.2 | 2.0 | -13.5 | -4.5
CC(C)Oc1ccc(C2NC(=O)c3ccccc3O2)cc1 (configuration not stated) | -0.2 | -3.1 | -12.0 | 109.0 | -0.3 | -14.2 | 5.0 | -14.7 | -8.8
Nc1ccc(S(=O)(=O)N2CCOCCOCCOCCOCCOCC2)cc1 | 2.0 | 11.2 | 2.4 | 107.0 | 0.3 | -5.0 | 1.0 | 9.6 | -4.8
O=C(COC(=O)c1cc2c(s1)CCC2)Nc1ccc(F)cc1 | -0.3 | 27.6 | -1.6 | 99.0 | -0.7 | -1.9 | -1.0 | 6.6 | -2.5
O=C(c1ccc2c3c(cccc13)CC2)C1CCCN(C(=O)c2ccc(=O)[nH]c2)C1 (configuration not stated) | 0.4 | 6.8 | 3.1 | 102.0 | 0.0 | -11.8 | -3.0 | -8.0 | 0.5
Cn1c(Cn2c(=O)sc3ccccc32)nnc1SCC(=O)NCc1ccccc1Cl | -0.3 | -87.5 | -5.4 | . | -0.3 | 1.8 | . | 0.8 | 4.2
COC(=O)c1nnn(CC(=O)NC(=O)Nc2ccc(F)cc2)c1C(=O)OC | 1.4 | 6.0 | -3.5 | 99.0 | 1.7 | -3.0 | -2.0 | 12.7 | -4.0
COc1cc(OC)c(C(=O)N/N=C/c2ccoc2)cc1OC | 0.2 | 27.6 | -0.9 | 91.0 | 0.3 | -3.3 | -7.0 | 5.8 | -1.9
COc1ccc(S(=O)(=O)N2CCC(C)CC2)cc1OC | 0.1 | 7.4 | -0.8 | 108.0 | -0.5 | -1.2 | 4.0 | -15.3 | -8.2
CCOc1ccc(NC(=O)c2cc(C3CC3)nc3c2cnn3C(C)C)cc1OC | -1.1 | . | . | . | -2.5 | 2.6 | . | . | -5.4
COc1ccc(N=c2sc3ccccc3n2C)cc1 | -0.7 | 12.7 | 5.2 | 101.0 | -2.0 | -6.5 | 2.0 | -2.9 | -10.2

Single entries from the results shown:
In OXTR ag, O=c1[nH]c2ccc(S(=O)(=O)N3CCN(Cc4ccccc4)CC3)cc2[nH]c1=O shows -0.4
In GalR3 antag, Nc1ccc(S(=O)(=O)N2CCOCCOCCOCCOCCOCC2)cc1 shows -4.8
In V1aR counter, CC(C)CC(=O)Nc1ccc(C(=O)Nc2cccc(O)c2)cc1 shows -0.1
In GPR7 antag, CC1CCN(S(=O)(=O)N2CCC(C(=O)O)CC2)CC1 shows -5.8

Following part
SMILES | V1aR counter | NALP1 inh | PfM18AAP inh | MEKK2 WT-MEK5 | OXTR ag | OXTR potentiate | MEKK2mut PB1 HTS | GPR7 antag | GalR3 antag
CCCCCn1ccc(=O)c2c(C(F)(F)F)nccc21 | 7.5 | -58.2 | 5.9 | 112.0 | 12.5 | -15.7 | 4.0 | -4.7 | -5.2
CN(C)NC(=O)c1ccsc1NC(=O)c1ccc(S(=O)(=O)N(C)C)cc1 | 1.1 | 20.2 | 19.3 | 87.0 | 3.4 | -5.4 | 6.0 | 7.1 | .
CCc1nnc(NC(=O)CSc2nnc(COc3ccccc3)n2Cc2ccccc2)s1 | 0.6 | 0.1 | -5.8 | 97.0 | 0.4 | 0.5 | 0.0 | 4.1 | -4.3
Cc1[nH]n(-c2ccccc2)c(=O)c1C(c1ccccc1[N+](=O)[O-])C(C#N)C#N (configuration not stated) | 2.7 | -11.0 | 7.5 | 104.0 | 2.4 | -10.0 | 6.0 | -6.5 | -7.3
O=C(N/N=C/c1cccc(OCc2ccccc2)c1)c1ccc(Br)o1 | 0.7 | 12.0 | 4.7 | 105.0 | -1.2 | -13.1 | 8.0 | 0.1 | -4.3
CC(C)(C)c1ccc(/C=C2\SC(=O)N=C2N)cc1 | 0.5 | 14.3 | -4.8 | 99.0 | -0.4 | -5.0 | 2.0 | -12.5 | 3.0
Cc1cc(S(=O)(=O)N2CCCOC2CNC(=O)C(=O)NCCc2ccco2)ccc1F (configuration not stated) | 3.9 | 2.7 | 4.3 | 109.0 | 0.0 | -1.6 | 6.0 | -7.1 | -2.8
CS(=O)(=O)N(CC(=O)NN=C1CCCCCC1)c1ccc(Oc2ccccc2)cc1 | 1.9 | 14.6 | 2.1 | 97.0 | 1.4 | -12.7 | -3.0 | -17.0 | 1.5
O=C1CCCC/C1=C/Nc1cccc(C(F)(F)F)c1 | -0.1 | 23.7 | 5.0 | 108.0 | -2.3 | -2.0 | 6.0 | -15.5 | -0.8
Cc1ccc(NC(=O)CCC(=O)OCC(=O)c2ccc(Oc3ccc([N+](=O)[O-])cc3)cc2)cc1 | 3.8 | 4.8 | 1.4 | 108.0 | 1.0 | -0.4 | 0.0 | -2.0 | -4.8
O=C(N=C1SC2CS(=O)(=O)CC2N1CCc1ccccc1)C1CC1 (configuration not stated) | 0.4 | 6.7 | 0.5 | 97.0 | 0.9 | -2.0 | -3.0 | -9.7 | -8.7
Cn1c(SCC(=O)N2CCCCCC2)nnc1-c1ccco1 | 1.1 | 15.3 | -9.8 | 104.0 | 0.7 | -2.9 | -1.0 | -6.5 | -2.4
CCn1c(CC(=O)Nc2ccccc2)nnc1SCC(=O)Nc1ccccc1C(=O)OC | -0.4 | 11.0 | -1.8 | 98.0 | -2.2 | -5.3 | -1.0 | -20.0 | -2.2
CC(Sc1ccc(Cl)cc1)C(=O)Nc1ccc2c(c1)OCO2 (configuration not stated) | 0.5 | -4.2 | -8.2 | 96.0 | 0.9 | -3.9 | 2.0 | -1.9 | -1.1
COc1ccc(CCNC(=O)CCc2ccc(OC)cc2)cc1 | -0.1 | 14.3 | -10.0 | 113.0 | -1.4 | -9.2 | 8.0 | -9.2 | -1.1
CCOC(=O)N1CCN(Cc2nc3c(c(=O)n(C)c(=O)n3C)n2CCCc2ccccc2)CC1 | 0.2 | -0.6 | -6.8 | 106.0 | -1.4 | 0.1 | 6.0 | -12.5 | -2.1
Cc1ccc(CN(c2ccc(C(=O)Nc3ccc4c(c3)OCO4)cc2)S(C)(=O)=O)cc1 | 6.1 | 14.5 | 1.9 | 105.0 | 10.2 | -1.8 | 3.0 | 2.9 | -3.2
COC(=O)C1CCN(C(=O)Cc2ccc(Br)cc2)CC1 | 0.8 | 5.0 | -1.3 | 103.0 | -0.8 | -6.3 | 4.0 | -11.1 | 5.7
CCOC(=O)CCCCCC(=O)Nc1ccc2c(c1)CC(=O)N([C@@H](C)CO)C[C@H](C)[C@@H](CN(C)Cc1ccccc1)O2 | 1.0 | . | . | . | 1.0 | 0.9 | . | . | -6.6
O=C(Nc1ccc2c(c1)OCO2)N1CCCC1 | 2.7 | 6.1 | 3.1 | 95.0 | 1.0 | -8.1 | -6.0 | -21.6 | 0.8
O=C(CCCCl)Nc1nc(-c2ccc3c(c2)OCCO3)cs1 | -0.4 | 7.9 | 2.3 | 106.0 | -0.2 | 5.9 | 6.0 | -9.6 | -7.1
Cc1cc(C)c2nc(NNC(=O)c3ccc(S(=O)(=O)N4CCCC(C)C4)cc3)sc2c1 (configuration not stated) | 4.3 | 28.5 | 38.9* | 98.0 | 0.5 | -5.0 | -4.0 | -17.4 | .
COc1ccc(S(=O)(=O)N[C@@H](C)C(=O)OCC(=O)Nc2cc3oc4ccccc4c3cc2OC)cc1 | 2.4 | 33.4 | -15.0 | 103.0 | 2.5 | -7.0 | -1.0 | 10.8 | -5.1
Cc1ccc(NC(=O)CSc2nnc(Cc3csc(C)n3)o2)c(C)c1 | -0.5 | . | . | . | -0.7 | -4.8 | . | . | -3.8
NC1=NC(=O)/C(=C/c2cccc(F)c2)S1 | -1.2 | -4.4 | -2.8 | 101.0 | -1.1 | -3.5 | 2.0 | -7.4 | -5.8
CCN(CC)c1ccc(/C=C(\C#N)c2ccccn2)cc1 | 3.9 | 37.1 | 5.0 | 96.0 | 1.9 | -10.3 | -1.0 | -3.8 | .
O=C1CCN(C(=O)c2cccs2)c2ccccc21 | 0.0 | 23.2 | 1.4 | 95.0 | -1.6 | -7.2 | -3.0 | -10.7 | -6.1
O=C(Nc1ccc(F)c(Cl)c1)c1cncs1 | 0.3 | 11.3 | -0.9 | 108.0 | 0.8 | -4.0 | 6.0 | -4.9 | -5.2
CCOC(=O)c1ccc(NC(=O)CCc2ccc(C)o2)cc1 | -0.9 | -1.8 | -5.1 | 98.0 | -2.7 | -7.5 | 2.0 | -2.7 | 0.6
Clc1ccc(-c2csc(Nc3ccccc3)[n+]2Cc2ccco2)c(Cl)c1 | . | -15.5 | 4.8 | 101.0 | . | . | -3.0 | -8.7 | -9.7

Of the compounds above, these contain bromine.
SMILES | V1aR counter | NALP1 inh | PfM18AAP inh | MEKK2 WT-MEK5 | OXTR ag | OXTR potentiate | MEKK2mut PB1 HTS | GPR7 antag | GalR3 antag
O=C(N/N=C/c1cccc(OCc2ccccc2)c1)c1ccc(Br)o1 | 0.7 | 12.0 | 4.7 | 105.0 | -1.2 | -13.1 | 8.0 | 0.1 | -4.3
COC(=O)C1CCN(C(=O)Cc2ccc(Br)cc2)CC1 | 0.8 | 5.0 | -1.3 | 103.0 | -0.8 | -6.3 | 4.0 | -11.1 | 5.7

(further entries)
SMILES | V1aR counter | NALP1 inh | PfM18AAP inh | MEKK2 WT-MEK5 | OXTR ag | OXTR potentiate | MEKK2mut PB1 HTS | GPR7 antag | GalR3 antag
C#CCOCCOCCOCCNc1nc(N2CCN(C(=O)Cn3cc(CCCCN)nn3)CC2)nc(N2CCN(C(=O)[C@H](CCCCN)n3cc(CCC(=O)O)nn3)CC2)n1 | 0.3 | . | . | . | -0.2 | -6.7 | . | . | -2.4
CN(C)C(=O)/C(=C\c1ccncc1)NC(=O)c1ccccc1 | 0.8 | 7.2 | -4.7 | 83.0 | 0.0 | -1.7 | -9.0 | 4.8 | 1.4
O=C1/C(=C/c2cccs2)SC(=S)N1C1CCS(=O)(=O)C1 (configuration not stated) | 9.2 | . | 8.0 | 85.0 | 1.6 | -9.6 | -18.0 | -4.6 | -2.3
NS(=O)(=O)c1ccc(NC(=O)C2CCCN(S(=O)(=O)c3ccc(F)cc3)C2)cc1 (configuration not stated) | 0.7 | 6.5 | 0.6 | 113.0 | -0.4 | -5.2 | 15.0 | -4.5 | -4.6
O=C(CNS(=O)(=O)c1cccc2nsnc12)NCc1ccc(Cl)cc1 | -0.5 | 4.2 | 3.2 | 116.0 | -1.2 | -15.4 | 7.0 | 3.8 | -3.8
COc1ccc(S(=O)(=O)Nc2ccc(S(=O)(=O)N3CCOCC3)cc2)cc1C | 2.4 | 18.5 | -0.5 | 105.0 | 0.8 | -16.2 | 6.0 | -14.6 | -0.1
